Bioassay records as filed in PubChem.
LmPK inh – blocks Leishmania mexicana pyruvate kinase activity; Q27686; purified LmPK, Kinase-Glo ATP luminescence, 1 h; Potency, µM (top dose mostly 57.5 µM), for the others: at the top dose activity change, negative = inhibition, actives largely listed as inhibitors; 290,000 compounds, 0.37% hits; note: potency is the fitted concentration of half-maximal effect; % is set by controls: 0 for no effect and ±100 for the full control effect
Target sequence (Q27686 whole entry, looked up): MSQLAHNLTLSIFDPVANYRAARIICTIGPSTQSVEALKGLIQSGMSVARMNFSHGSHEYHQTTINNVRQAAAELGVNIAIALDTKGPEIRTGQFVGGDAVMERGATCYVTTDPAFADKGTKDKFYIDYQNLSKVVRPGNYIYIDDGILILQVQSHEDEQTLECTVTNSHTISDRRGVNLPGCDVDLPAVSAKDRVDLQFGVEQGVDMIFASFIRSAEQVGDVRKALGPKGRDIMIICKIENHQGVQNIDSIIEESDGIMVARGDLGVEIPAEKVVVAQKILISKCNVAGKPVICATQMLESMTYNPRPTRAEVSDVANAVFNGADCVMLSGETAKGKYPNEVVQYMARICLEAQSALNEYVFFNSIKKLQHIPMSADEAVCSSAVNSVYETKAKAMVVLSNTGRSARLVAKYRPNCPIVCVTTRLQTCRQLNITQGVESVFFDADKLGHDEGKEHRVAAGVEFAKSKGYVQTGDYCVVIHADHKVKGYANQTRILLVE
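Purified LmPK (0.1 nM) converted ADP (0.1 mM) to ATP with PEP (0.5 mM) in imidazole buffer pH 7.2 with KCl and MgCl2, 1 h at room temperature. ATP was read by Kinase-Glo luminescence; data normalized to uninhibited and no-enzyme controls.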
Pf growth 96h – P. falciparum growth inhibition at 96 hour, primary screen for plastid delayed-death inhibitors; P. falciparum luciferase reporter growth, 96 h; Potency, µM (series often up to 28.7 µM), inactives show at the highest dose activity change, negative = inhibition, hits mostly inhibitors; AID 504834; 320,000 compounds, 6.9% hits; note: potency is the fitted concentration of half-maximal effect; % is set by controls: 0 for no effect and ±100 for the full control effect
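Plates of compound plus infected erythrocytes (2% hematocrit, 0.05% parasitemia final) incubate 96 hours, 37 C, 5% CO2. Detection reagent added; reduced luminescence from the parasites' luciferase reporter flags inhibition.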
Shiga inhibitor – blocks Shiga toxin action in Vero cells; Vero cells, Shiga toxin protein synthesis inhibition reporter; inhibition, % at 38.7 µM; 290,000 compounds, 9.2% hits; in the data active = inhibition mostly above about 28%, no sharp cut-off; inactive = mostly below about 43%; note: 0% is about no effect
CHX counter – counter-screen hit for Shiga toxin inhibitors, cycloheximide. max response, %. cell reporter, cycloheximide protein synthesis inhibition counterscreen. 300,000 compounds, 12% hits; in the data active = max response mostly above about 13%, no sharp cut-off; inactive = mostly below about 14%; note: read at 38.3 µM for the half of the compounds with a filed dose; 0% is about no effect
Pf growth 48h – P. falciparum growth inhibition at 48 hours (one generation); P. falciparum luciferase growth in erythrocytes, 48 h; Potency, µM (doses to about 28.7 µM), without a hit: top-dose activity change, negative = inhibition, usual class: inhibitors; 310,000 compounds, 5.9% hits; note: potency is the fitted concentration of half-maximal effect; % is set by controls: 0 for no effect and ±100 for the full control effect
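Firefly luciferase activity from engineered P. falciparum reports growth; inhibitors lower the luminescent signal. Cultures contained 2% hematocrit erythrocytes at 0.1% final parasitemia.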
AmpC no deterg – blocks E. coli AmpC beta-lactamase in detergent-free assay. P00811. AmpC nitrocefin hydrolysis, absorbance 480 nm, 0.0001% Triton. Potency, µM (titrated, usually from 57.1 µM), for the others: at the highest dose activity change, negative = inhibition, actives largely listed as inhibitors. 330,000 compounds, 0.52% hits;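 note: potency is the fitted concentration of half-maximal effect; plate controls were no compound for no effect and no enzyme for full effect; nearly all actives have a fitted effect of over 20% in size; some results filed as inactive show a strong effect at the top dose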
Target sequence (P00811 whole entry, looked up): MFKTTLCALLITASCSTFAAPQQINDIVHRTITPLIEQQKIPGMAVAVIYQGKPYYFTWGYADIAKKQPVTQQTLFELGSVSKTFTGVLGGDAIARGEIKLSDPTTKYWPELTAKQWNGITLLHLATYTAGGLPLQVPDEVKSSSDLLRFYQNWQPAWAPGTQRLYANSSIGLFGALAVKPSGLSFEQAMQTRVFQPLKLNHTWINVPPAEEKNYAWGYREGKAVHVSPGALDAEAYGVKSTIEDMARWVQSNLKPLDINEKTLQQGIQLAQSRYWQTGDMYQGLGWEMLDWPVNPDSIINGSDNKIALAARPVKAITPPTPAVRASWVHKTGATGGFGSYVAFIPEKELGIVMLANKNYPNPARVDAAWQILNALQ
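20 mM phosphate pH 7.0 + 0.01% (detergent screen) or 0.0001% Triton X-100; 5.3 nM AmpC reagent; cpd preinc 15 min RT; nitrocefin (800 uM stock) to start; A480 q20 s × 4 min; Activity was normalised to no-enzyme and no-compound control wells.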
Tb PYK inh – T. brucei pyruvate kinase inhibition; TbPYK enzyme, Kinase-Glo Plus ATP luminescence, 45 min; 410,000 compounds, 0.12% hits; Q57TT1; Potency, µM (doses to about 76.8 µM), for inactives: at the top dose activity, negative = inhibition, actives largely listed as inhibitors; note: potency is the fitted concentration of half-maximal effect; % is set by controls: 0 for no effect and ±100 for the full control effect; nearly all actives have a fitted effect of over 50% in size
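Screened from lowest to highest concentration, compounds were pinned into TbPYK/substrate mixtures, and ADP (130 uM final) was added. Plates sat at room temperature for 45 min prior to Kinase-Glo Plus detection by luminescence.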
Active calls of the source: *; i = inactive; ? = inconclusive; nt = no result given; & = joins results of further samples; [ ] = another dose, or the depositor's remark. Unless noted, calls come from the whole dose curve; as a rule, active = well fitted curve in the direction sought with a large enough effect; inconclusive = small, poorly fitted or top-dose-only effect, or another doubt; inactive = no such curve, though single readings can be large; an effect the other way counts as inactive or inconclusive. Not a hit list; overall some 22% were active at least once.

SMILES	LmPK inh	Pf growth 96h	Shiga inhibitor	CHX counter	Pf growth 48h	AmpC no deterg	Tb PYK inh
O=C(CCn1c(=O)c2sccc2n(Cc2cc(=O)n3ccccc3n2)c1=O)NCc1ccco1	0%	15%	-15	-4	7%	-3%	-2%
COC(=O)C1=C(c2ccc(F)cc2OCc2ccccc2)C[C@@H]2CC[C@H]1N2C(=O)NCCOc1ccc(OC)cc1	nt	3.3µM*	nt	nt	?	6%	0%
O=C(O)c1ccc(OCC(O)Cn2c3ccccc3c3ccccc32)cc1 (stereo not given)	3%	2%	-10	-1	5%	-41%	-2%
O=C(CSc1ncccn1)N1CCC(Cc2ccccc2)CC1	3%	-23%	20	-2	-17%	16%	4%
COC(CNc1ccc([N+](=O)[O-])c(NCC(OC)OC)c1C#N)OC	-4%	0%	-4	-1	-6%	0%	2%
C=CCNC(=S)NCC1COc2ccccc2O1 (stereo not given)	0%	37%[activator]	4	-1	2%	-43%	-3%
Cc1cc(C)c(C)c(OCCN2CCOCC2)c1	2%	-19%	6	-2	22%	5%	4%
CCCOc1ccc(C(=O)NCC(C)(C)N2CCOCC2)cc1	-1%	2%	-9	-1	-4%	-5%	-2%
CC1=C(C(=O)OCc2ccc3c(c2)OCO3)C(c2ccccc2)NC(=O)N1 (stereo not given)	9%	-18%	-26	-5	nt	-24%	1%
N#CCCN(C(=O)COC(=O)c1cc2ccccc2oc1=O)c1ccccc1	nt	10%	nt	nt	9%	-17%	3%
COC(=O)c1c(NC(=O)CN2CCN(c3ccccc3OC)CC2)c2c(C)cccc2n1C	2%	-18%	-6	-2	nt	16%	nt
COc1cc(S(=O)(=O)N2CCOCC2)cc(C(=O)OCC(=O)NC2CCCCC2)c1OC	nt	?	nt	nt	?	51%	0%
CCOC(=O)N1CCC(N2Cc3cccc(C(=O)Nc4ccc(OC)c(OC)c4)c3C2=O)CC1	2%	?	-1	-2	nt	34%	-4%
COc1ccc(CCNC(=S)Nc2cccc(C)c2)cc1	1%	194%[activator]	-11	12	-4%	-11%	7%
C=CCn1c(=O)c(C(=O)NCCNCC)c(O)c2ccccc21	-5%	78%[activator]	-21	-7	11%	-10%	9%
CNc1c(NS(=O)(=O)c2ccc(OC)c(Cl)c2)c(=O)oc2ccccc12	2%	60%[activator]	15	9	-8%	-19%	1%
CCC(C)[C@H](NC(=O)N1CCCC1)C(=O)O (stereo not given in full)	12%	6.6µM*	-9	1	nt	-9%	1%
COc1ccc2cc(CCC(C)=O)ccc2c1	-8%	95%[activator][12.8 µM]	92*	56*	55%[activator][12.8 µM]	-20%	2%
O=C(O)c1cc(S(=O)(=O)NC(Cc2c[nH]c3ccccc23)C(=O)O)ccc1Cl (stereo not given)	12%	-7%	23	-1	0%	-19%	1%
CCC(=O)N1c2ccccc2[C@@H](N(C(C)=O)c2ccccc2)C[C@H]1C	0%	nt	5	8	?	4%	-4%
CC(=O)Nc1ccc2c(CSc3nnc(-c4cccnc4)n3-c3ccc(C)cc3C)cc(=O)oc2c1	-3%	7.4µM*	-9	-5	?	164%[activator]	-11%
COCCNc1c(-c2ccc(O)cc2)nc2ccc(Cl)cn12	0%	-14%	36	13	4%	-4%	6%
CCCCOc1ccc(-c2ncc([N+](=O)[O-])cn2)cc1	0%	81%[activator]	18	-2	144%[activator]	0%	1%
COc1ccc(N2CCN(C(=O)Cn3c(=O)[nH]c4ccccc4c3=O)CC2)cc1	3%	10µM*	-5	-2	12%	-2%	nt

Structures from the list above that contain a cyano group:
SMILES	LmPK inh	Pf growth 96h	Shiga inhibitor	CHX counter	Pf growth 48h	AmpC no deterg	Tb PYK inh
COC(CNc1ccc([N+](=O)[O-])c(NCC(OC)OC)c1C#N)OC	-4%	0%	-4	-1	-6%	0%	2%
N#CCCN(C(=O)COC(=O)c1cc2ccccc2oc1=O)c1ccccc1	nt	10%	nt	nt	9%	-17%	3%

The results go on.
SMILES	LmPK inh	Pf growth 96h	Shiga inhibitor	CHX counter	Pf growth 48h	AmpC no deterg	Tb PYK inh
COc1cc2c(cc1OC)CN(C(=O)CCCN1C(=O)c3ccccc3C1=O)CC2	2%	-1%	-8	-2	-6%	17%	-5%
O=C(Nc1cccc(-n2cnnn2)c1)c1cccc(Cl)c1	3%	18%	-2	6	-3%	-21%	2%
COc1cc(OC)cc(C(=O)NCCSCc2ccc(Cl)cc2)c1	-1%	15%	-10	11	7%	-12%	5%
COc1ccccc1-n1nnnc1SCC(=O)Nc1ccccn1	-1%	66%[activator]	-9	5	nt	-25%	6%
CC(=O)Nc1ccc(Nc2ccc3nonc3c2[N+](=O)[O-])cc1	-7%	20%	-9	-2	?	-2%	11%
O=C(Nc1ccc2c(c1)OCCO2)c1cnn(-c2ccccc2)n1	nt	34%[activator]	nt	nt	318%[activator]	-30%	1%
COc1ccc(OC)c(C(O)C(C)N)c1 (stereo not given)	-3%	-7%&7%	-13	-2	24%&4%	-12%	-7%&-9%
CC(=O)c1cccc(NC(=O)c2cc3ccccn3n2)c1	-3%	?	34	30*	nt	-11%	0%
COc1ccc([C@]23Cc4cc(OC)c(OC)cc4C(O2)c2c(cc(C)oc2=O)O3)cc1	1%[11.5 µM]	0.34µM*	i	1	?	60%[11.4 µM]	nt
O=C(Nc1ccc(Cl)cc1)[C@@H]1[C@@H]2C(=O)N(c3cccc(F)c3)C(=O)[C@@H]2[C@H]2C=CC=NN21	2%	-12%	5	8	-2%	-37%	-12%
O=C(CN1CCNC(=O)C1)NCCc1ccc(Cl)cc1Cl	5%	?	-8	-6	-22%	17%	-20%
COCCn1c(=NC(=O)CSCC(=O)Nc2cc(C)on2)sc2cc(C(=O)OC)ccc21	3%	120%[activator]	-14	-5	?	-19%	11%
COc1cc(NC(=O)c2ccc(OC)c([N+](=O)[O-])c2)ccc1NC(=O)c1ccco1	0%	-23%	10	0	-14%	88%[activator]	4%
COc1ccccc1N1CCN(C2CCCN(C(=O)Cn3cccn3)C2)CC1 (stereo not given)	-1%	?	-5	-1	38%[activator]	-5%	3%
COc1ccc(C(=O)NC(CC(C)C)C(=O)O)cc1 (stereo not given)	nt	48%[activator]	nt	nt	63%[activator]	-8%	2%
O=C(NCC1CCN(S(=O)(=O)c2ccccc2)CC1)Nc1ccccc1	9%	?	7	1	?	-25%	6%
Nn1c(-c2ccc(O)cc2)nnc1-c1ccc(O)cc1	-5%	1%	3	-3	97%[activator]	-8%	-10%
COc1ccccc1-[n+]1c(C)cc(/C=C2\Sc3ccccc3N2C)cc1C	2%	0.59µM*	24	32*	0.93µM*	59%	-1%
Cc1nc(N)[nH]c(=O)c1CCC(=O)OCC(C)C	-1%	-20%	-4	-5	-5%	-14%	9%
O=C(NCC(=O)N1CCN(c2ccccc2)CC1)c1cccs1	-2%	7%	21	22*	62%[activator]	-15%	33%
COC(=O)C1=C(c2cccc(C#N)c2)C[C@@H]2CC[C@H]1N2C(=O)NC1CCCCC1	nt	-29%	nt	nt	?	8%	-14%
COc1ccc(S(=O)(=O)NNC(=O)c2csc(-n3nc(C)cc3C(F)(F)F)n2)cc1	0%	nt	33	-3	-6%	-7%	0%
Cc1cccc(N2CCN(C(=O)N3CCOCC3)CC2)c1C	0%	47%[activator]	28	7	12%	-28%	2%
CCCC(=O)C1=C(O)C(C(=O)OC)C(C)(C)CC1=Nc1ccncc1 (stereo not given)	-4%	?	-2	-2	?	0%	0%
COc1ccc(C(=O)N/N=C(\C)CC(=O)Nc2ccccn2)cc1OC	0%	-22%	1	-6	15%	-21%	4%
O=C(NCc1ccc(C(F)(F)F)cc1)C1CC(c2c(Cl)cccc2Cl)=NO1 (stereo not given)	4%	30%[activator]	-5	-2	?	-5%	0%
CC1CN(C(=O)c2cc3cc(F)ccc3[nH]2)CC(C)O1 (stereo not given)	2%	?	-3	-1	?	-20%	2%
CC(C(=O)Nc1ccccc1C(=O)N1CCOCC1)N(c1ccccc1)S(C)(=O)=O (stereo not given)	1%	-4%	-1	-2	-19%	-2%	-12%
Cc1nc2ccc(NC(=O)c3ccc(Cl)c([N+](=O)[O-])c3)cc2s1	0%	38%[activator]	20	1	18%	-18%	11%
COc1ccc(CN2CCCC(C(=O)Nc3cccc(-n4cccn4)c3)C2)cc1 (stereo not given)	-3%	-12%	3	-2	?	0%	-1%
S=c1[nH]nc(-c2ccco2)n1/N=C/c1ccc(Cl)cc1Cl	-6%	?	-3	-2	17%	-39%	?
CCCN1Cc2cccc(C(N)=O)c2C1=O	2%	127%[activator]	-10	-2	18%	-11%	-1%
O=C(NCc1ccccn1)c1cn(CCc2ccccc2)nn1	-1%	-2%	5	1	0%	0%	-21%
CCCCCCCCCCCCCC(=O)OC(C)C	nt	-20%	nt	nt	-11%	nt	3%
O=C(/C=C/c1cn(CC(O)CN2CCCCC2)c2ccccc12)c1ccccc1 (stereo not given)	4%	?	20	12	13µM*	114%[activator]	-2%
CSc1nc2sc3c(c2c(=O)[nH]1)CCc1ccccc1-3	2%	46%[activator]	14	-2	19%	-15%	3%
COc1ccccc1C(=O)NNC(=O)c1cccc(Cl)c1	7%	-36%	46	28*	96%[activator]	-2%	-13%
Cc1ccc(O)c(C(=O)c2cc(C#N)c(=O)n(-c3c(C)n(C)n(-c4ccccc4)c3=O)c2)c1	3%	-12%	-6	-2	-1%	-6%	-8%
Cn1nc(C(=O)OCCN2C(=O)c3ccccc3C2=O)c2ccccc2c1=O	-2%	-22%	-10	-6	16%	-19%	-8%
Cc1ccc(S(=O)(=O)N2CCN(C(=O)CSc3nccn3C)CC2)cc1	1%	-4%	-4	1	4%	2%	4%
COc1ccc(C(=O)Nc2ccc(NC(=O)CSc3nnc(-c4ccncc4)n3C)cc2)cc1	-2%	?	12	-1	5%	-5%	0%
On1c(-c2ccccc2)nc2ncccc21	1%	16%	-6	-5	-3%[0.00184 µM]	-14%	-8%
COC(=O)c1cc2ccsc2n1CC(=O)NCC1CCCO1 (stereo not given)	2%	35%[activator]	-6	-2	8%	-31%	-2%
COC(=O)c1c(NC(=O)CSc2ncn[nH]2)sc(C)c1C	nt	-1%	nt	nt	17%	-18%	-8%
Cc1ccc(CN2CCN(CC(=O)N=Nc3c(O)[nH]c4ccccc34)CC2)cc1	-2%	?	-6	-5	?	-9%	7%
COCCNC(=O)c1ccccc1NC(=O)c1ccc(Cl)c(S(=O)(=O)Nc2ccc(C)cc2C)c1	2%	?	17	6	?	-3%	1%
O=C(CN(c1ccccc1)S(=O)(=O)c1ccccc1)NCCSCc1ccco1	-3%	?	7	-2	?	-21%	-3%
O=C(COC(=O)C1(c2ccc(F)cc2)CCCC1)N1CCOCC1	4%	9%	22	13	-1%	12%	-7%
COc1cc(NC(=O)COc2ccccc2Cl)ccc1NC(=O)c1cccs1	0%	19%	-3	-6	13%	44%	-1%
CCCCn1c(CNC(=O)c2cccs2)nc2ccccc21	1%	2.1µM*	-4	0	5.2µM*	1%	-1%
Nc1ccc[n+](Cc2ccccn2)c1	4%	nt	-2	-2	nt	-9%	-4%
